Screening results deposited in PubChem by Sanford-Burnham Center for Chemical Genomics.
tim10-1 inh: growth inhibitors of tim10-1 mutant yeast | S. cerevisiae tim10-1 ts strain growth, BacTiter-Glo, 24 h | 2.2% of 330,000 active | inhibition, % at 20 µM;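 active = inhibition of at least 40%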;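 also: mutant grown at 25 °C; 0% = DMSO wells with yeast and 100% = wells holding no yeast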
Jurkat NFkB inh: lowers PMA/ionomycin-induced NF-kB signal in Jurkat cells. PMA/ionomycin-induced NF-kB luciferase reporter, luminescence. inhibition, % at 4 µM. 0.53% of 330,000 active. AID 435003; in the data active = inhibition above about 50%
UPR CHOP act: activators of apoptotic arm of unfolded protein response (CHOP) | 0.34% of 330,000 active | activation, % at 10 µM | CHO-CHOP luciferase reporter, UPR activation, luminescence; percent of tunicamycin response over DMSO baseline;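 active = at 10 µM dose, activation of 40% or more, normalized to positive control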;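 also: 100% = tunicamycin at 10 µg/mL and 0% = DMSO alone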
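Evaluation: % reporter activation, DMSO baseline versus tunicamycin full activation; System: CHO-CHOP luciferase reporter cell line; Input: 500 cells/well; Incubation: 6 h compound treatment, 37 °C; Measured by: Steady-Glo luciferase luminescence; Dosing: one dose, 10 µM in 0.5% DMSO; Buffer or medium: F12 medium, 10% FBS; Benchmarks: positive tunicamycin 10 µg/mL, negative DMSO alone.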
TIM10 inh: growth inhibitors of TIM10 yeast strain. S. cerevisiae TIM10 strain growth, BacTiter-Glo luminescence, 24 h. inhibition, % at 10 µM. 1.4% of 330,000 active. AID 463195;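 active = inhibition of 40% or more at the single tested concentration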;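 also: wild-type TIM10 isogenic control strain grown at permissive 25 °C; 0% = DMSO yeast wells and 100% = minimal medium wells without yeast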
697 NFkB inh: lowers PMA/ionomycin-induced NF-kB signal in 697 B cells. 0.33% of 330,000 active. 697 B-cell NF-kB luciferase reporter, 16 h. inhibition, % at 4 µM; in the data active = inhibition above about 35%
Mdm2 MdmX PPI: disrupts the human Mdm2-MdmX interaction. O15151+Q00987. SaOS-2 split-luciferase Mdm2/MdmX complementation, luminescence. inhibition, % at 8 µM. 3% of 330,000 active;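 active = inhibition of at least 50% at 8 µM in the primary screen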
Target sequence (O15151 whole entry, looked up): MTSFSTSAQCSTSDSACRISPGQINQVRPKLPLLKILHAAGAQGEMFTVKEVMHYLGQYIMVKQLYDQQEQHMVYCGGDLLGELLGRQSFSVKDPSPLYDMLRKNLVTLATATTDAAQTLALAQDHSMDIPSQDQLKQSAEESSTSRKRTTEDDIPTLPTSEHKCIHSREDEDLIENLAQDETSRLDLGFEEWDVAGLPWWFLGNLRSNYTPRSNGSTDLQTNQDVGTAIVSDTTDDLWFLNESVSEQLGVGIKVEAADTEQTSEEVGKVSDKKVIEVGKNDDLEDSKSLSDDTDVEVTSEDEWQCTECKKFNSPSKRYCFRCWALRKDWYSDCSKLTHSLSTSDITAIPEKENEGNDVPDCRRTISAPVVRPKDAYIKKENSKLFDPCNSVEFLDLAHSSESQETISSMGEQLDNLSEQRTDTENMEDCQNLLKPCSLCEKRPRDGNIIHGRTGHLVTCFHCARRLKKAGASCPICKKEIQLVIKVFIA
Target sequence (Q00987 whole entry, looked up): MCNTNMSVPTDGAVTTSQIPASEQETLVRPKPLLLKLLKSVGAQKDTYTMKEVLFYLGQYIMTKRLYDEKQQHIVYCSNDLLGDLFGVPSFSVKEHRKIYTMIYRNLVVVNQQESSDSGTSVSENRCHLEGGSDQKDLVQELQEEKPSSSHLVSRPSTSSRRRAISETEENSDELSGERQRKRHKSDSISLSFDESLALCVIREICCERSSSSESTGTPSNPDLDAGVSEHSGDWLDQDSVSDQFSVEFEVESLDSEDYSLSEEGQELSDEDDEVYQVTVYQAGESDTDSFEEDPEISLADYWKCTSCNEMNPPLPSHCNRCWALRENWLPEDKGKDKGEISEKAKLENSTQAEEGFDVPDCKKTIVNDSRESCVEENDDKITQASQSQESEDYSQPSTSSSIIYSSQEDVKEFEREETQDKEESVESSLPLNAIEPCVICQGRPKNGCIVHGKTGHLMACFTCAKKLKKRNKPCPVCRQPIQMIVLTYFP
UPR XBP1 act: adaptive UPR (XBP1) activation; activation, % at 20 µM; 0.33% of 330,000 active; CHO-XBP1 luciferase reporter, IRE1-XBP1 UPR activation, luminescence; percent of tunicamycin response, DMSO as zero;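 active = versus positive control, 20 µM dose yields 30% or more activation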;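 also: 100% = tunicamycin at 10 µg/mL and 0% = DMSO only wells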
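Assay system: IRE1-XBP1 luciferase reporter CHO line. Input: 1000 cells/well. Buffer or medium: F12 with 10% serum. Doses: 20 µM, 1% DMSO. Times: overnight seeding at 37 °C, 6 h compound treatment at 37 °C. Technique: Steady-Glo luciferase glow luminescence, 10 min after reagent addition.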
tim23-1 inh: growth inhibitors of tim23-1 mutant yeast; 1.3% of 330,000 active; AID 463212; S. cerevisiae tim23-1 growth, BacTiter-Glo luminescence, 24 h; inhibition, % at 20 µM;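 active = growth inhibition of the mutant yeast at or above 50%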;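 also: temperature-sensitive mutant grown at 25 °C; plate controls were DMSO-treated mutant yeast for no effect and medium wells lacking yeast for full effect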
* hit, by the source's call. Compounds as they come (roughly 6.6% active in at least one column).

The opening four entries as a preview:
SMILES	tim10-1 inh	Jurkat NFkB inh	UPR CHOP act	TIM10 inh	697 NFkB inh	Mdm2 MdmX PPI	UPR XBP1 act	tim23-1 inh
NC(=NCCc1ccccc1)NC(=O)c1cc(Cl)ccc1O	-22.7	-12.9	7.5	29.9	-24.8	-7.8	4.7	37.6
c1nc2nc3c(c(N4CCOCC4)n2n1)CCCC3	-4.8	-7.0	-3.1	4.1	17.5	-1.0	-0.9	0.1
COc1ccc(S(=O)(=O)Cc2ccc(C(=O)N3CCN(C(=O)c4ccco4)CC3)o2)cc1	-4.3	-2.9	0.6	8.6	-0.8	-13.9	-1.4	-4.7
COc1ccc2nc3n(c(=O)c2c1)-c1ccc(Cl)cc1C(=O)NC3Cc1ccccc1 (stereo not drawn)	14.7	-5.2	0.0	5.5	-19.5	-29.0	2.5	19.7

Results (from the top)
SMILES	tim10-1 inh	Jurkat NFkB inh	UPR CHOP act	TIM10 inh	697 NFkB inh	Mdm2 MdmX PPI	UPR XBP1 act	tim23-1 inh
NC(=NCCc1ccccc1)NC(=O)c1cc(Cl)ccc1O	-22.7	-12.9	7.5	29.9	-24.8	-7.8	4.7	37.6
c1nc2nc3c(c(N4CCOCC4)n2n1)CCCC3	-4.8	-7.0	-3.1	4.1	17.5	-1.0	-0.9	0.1
COc1ccc(S(=O)(=O)Cc2ccc(C(=O)N3CCN(C(=O)c4ccco4)CC3)o2)cc1	-4.3	-2.9	0.6	8.6	-0.8	-13.9	-1.4	-4.7
COc1ccc2nc3n(c(=O)c2c1)-c1ccc(Cl)cc1C(=O)NC3Cc1ccccc1 (stereo not drawn)	14.7	-5.2	0.0	5.5	-19.5	-29.0	2.5	19.7
O=C(COc1ccccc1[N+](=O)[O-])Nc1ccccc1N1CCCCC1	6.6	-9.0	2.3	-12.7	-29.6	-8.3	-3.4	29.2
O=C(O)c1ccnc(SCC(=O)c2ccccc2)c1	-1.4	4.4	-0.3	-7.7	16.5	14.4	0.1	9.3
COc1ccc(N2C(=O)CSC2c2ccc3c(c2)OCO3)cc1 (stereo not drawn)	39.1	0.8	-1.8	20.3	2.8	11.2	1.9	14.0
Cc1cc(C(=O)N2CCOCC2)n(-c2ccccc2)n1	-5.5	6.7	2.8	-10.2	14.0	14.7	-3.3	-7.9
Cc1cc(C)nc(NC(=O)Cc2cccs2)n1	3.9	17.9	0.4	8.1	16.9	16.2	0.2	11.6
Cc1ccc(S(=O)(=O)N2CCOCC2)cc1NC(=O)CSc1nc(N)cc(=O)[nH]1	-8.2	-16.5	-0.6	2.7	3.0	6.4	-2.1	1.5
CCOC(=O)c1c(C)[nH]c(C)c1C(=O)CSc1nnc(-c2ccncc2)n1C	8.7	4.4	0.8	0.7	6.3	-3.6	-2.5	12.1
NC12CC3CC(C1)CC(O)(C3)C2	-15.6	16.2	-1.2	-3.1	4.8	19.2	4.4	-5.1
COc1ccc(-c2cc(=O)oc3cc(OCC(C)=O)ccc23)cc1	21.0	12.1	0.9	4.2	7.3	11.6	3.2	24.9
Cc1cc2oc3ccc(NCCCn4ccnc4)cc3c(=O)c2cc1C	34.9	-167.5	1.5	-3.6	-199.1	9.9	6.4	8.0
Cc1nc2ccccc2nc(C)c1=NOCc1ccccc1Cl	-1.7	0.0	1.2	7.4	-23.7	-14.7	0.7	10.1
Oc1ccccc1Nc1nc(NCC2CCCO2)c2ccccc2n1 (stereo not drawn)	-14.9	-10.8	1.0	-62.4	-19.5	18.6	3.2	-103.9
Cc1ccc2[nH]c(=O)c(CN(CCCN3CCOCC3)C(=O)Nc3ccc(Cl)cc3)cc2c1	-9.7	8.7	1.7	3.8	9.7	25.5	-1.6	5.8
Cc1ccc(C(=O)OCC(=O)NCc2cccs2)cc1	14.8	-10.5	0.2	4.9	16.8	-27.5	2.1	26.5
Cc1cc(NC(=O)c2ccc3c(c2)OCCO3)no1	0.6	-22.8	-5.6	10.4	-54.0	15.4	-6.4	2.7
CCc1cc2c(=O)c(-c3ccc4c(c3)OCCO4)coc2cc1OS(C)(=O)=O	11.4	-112.2	3.1	26.1	-139.0	-79.9	-1.6	12.4
NS(=O)(=O)c1ccc(CCNC(=O)COC(=O)c2ccc([N+](=O)[O-])o2)cc1	-4.0	-2.4	-0.3	-12.8	12.8	12.4	-2.8	-6.9
CCC(=O)NC(=S)Nc1cccc(NC(=O)c2ccccc2Cl)c1	44.8*	11.3	0.1	29.7	6.1	34.8	0.5	46.8
Cc1nnc(SCC2=C(C(=O)O)N3C(=O)C(NC(=O)c4cccc(F)c4F)C3SC2)s1 (stereo not drawn)	-2.8	3.3	0.1	1.7	-14.2	-21.6	-2.5	7.9
COc1cccc(CNC(=O)CCC2CCCN(C(=O)c3ccoc3)C2)c1 (stereo not drawn)	-2.4	-6.8	-1.1	-8.4	11.5	26.8	-0.4	3.1
CCN(CC)S(=O)(=O)c1cc(C(=O)OCC(=O)NC2CCCc3ccccc32)ccc1C (stereo not drawn)	12.6	10.5	0.8	13.8	0.7	25.3	-0.3	11.9

Just Jurkat NFkB inh, tim23-1 inh and TIM10 inh (two entries from above):
structure | Jurkat NFkB inh | tim23-1 inh | TIM10 inh
NC(=NCCc1ccccc1)NC(=O)c1cc(Cl)ccc1O | -12.9 | 37.6 | 29.9
CCc1cc2c(=O)c(-c3ccc4c(c3)OCCO4)coc2cc1OS(C)(=O)=O | -112.2 | 12.4 | 26.1

Next section
SMILES	tim10-1 inh	Jurkat NFkB inh	UPR CHOP act	TIM10 inh	697 NFkB inh	Mdm2 MdmX PPI	UPR XBP1 act	tim23-1 inh
O=C(Nc1c2c(nn1-c1ccc(F)cc1)CS(=O)(=O)C2)c1ccc2c(c1)OCO2	-19.4	-1.7	-0.2	12.5	9.2	7.4	-1.7	-8.3
Cc1ccc(SCCC(=O)NNC(=O)c2ccccc2F)cc1	-2.7	-5.6	-0.1	-14.8	-0.3	10.9	3.2	1.8
COc1ccc(/C=N/N(Cc2ccccc2)c2ccccc2)cc1O	51.2*	-4.3	3.3	38.5	-11.3	-14.6	2.2	29.7
CN(CC(=O)Nc1nc2ccccc2s1)S(=O)(=O)c1ccc(Cl)cc1	20.5	-9.8	1.2	18.9	-7.3	6.4	-1.1	19.6
C#CCOCCOCCOCCNc1nc(N2CCN(C(=O)[C@H](CCCN=C(N)N)n3cc(C(N)[C@@H](C)CC)nn3)CC2)nc(N2CCN(C(=O)[C@H](CCC(=O)O)n3cc([C@@H](N)CCCCN)nn3)CC2)n1 (stereo partly drawn)	-2.9	-10.8	0.4	3.4	10.6	-13.4	-2.9	-3.0
CC(/C=C/C1[C@H](C)C[C@H](O[C@@H]2O[C@H](CO)[C@@H](O)[C@H](O)[C@H]2O)CC1(C)C)O[C@H]1O[C@H](CO)[C@@H](O)[C@H](O)[C@H]1O (stereo partly drawn)	11.9	1.5	-0.8	4.9	8.3	18.1	-1.2	1.7
COc1cc2c(cc1OC)C(C)N(C(=O)C1COc3ccccc3O1)CC2 (stereo not drawn)	2.7	13.9	-3.0	-83.0	11.9	18.5	3.4	31.1
CC1=NN(S(=O)(=O)c2ccc(C)cc2)C(=O)c2ccccc2O1	-3.5	4.0	-1.5	8.1	14.4	-38.8	1.1	12.8
CC(C)CC1(C(=O)NCc2cc(F)cc(C(F)(F)F)c2)C=CCN1C(=O)c1ccccc1 (stereo not drawn)	7.6	-1.8	-2.0	-7.1	14.4	-6.9	-1.4	-11.1
CCc1cc2c(NC(Cc3c[nH]c4ccccc34)C(=O)O)nc(C)nc2s1 (stereo not drawn)	16.9	4.7	-0.3	-4.6	-4.9	-8.5	-2.2	1.8
CN(C)S(=O)(=O)c1cccc(NC(=O)C2Cc3ccccc3CN2C(=O)c2ccco2)c1 (stereo not drawn)	11.4	-43.1	1.5	-3.5	-10.5	16.4	-5.0	8.0
COC(=O)c1ccc(/C=C/C(=O)OCC(=O)NCc2cccs2)cc1	-2.6	4.1	1.8	-12.5	9.7	21.5	-0.6	-5.2
CCCSc1nnc(-c2c[nH]c3ccccc23)n1C	4.9	-41.3	4.8	1.1	-20.6	-18.3	4.6	5.4
OC(CNCC(c1ccc(Cl)cc1Cl)c1c[nH]c2ccccc12)c1ccccc1 (stereo not drawn)	53.8*	-9.2	9.1	59.2*	2.7	97.4*	4.7	-2.3
Cc1c(C(=O)Nc2nccs2)oc2ccc(Br)cc12	12.9	-125.2	16.7	6.4	-123.5	-123.5	48.1*	10.6
COC(=O)c1ccc(NC(=O)COc2ccc(C3C(C#N)=C(N)Oc4c3ccc3ccccc43)cc2OC)cc1 (stereo not drawn)	21.0	13.9	8.9	-33.3	-2.8	3.4	0.3	-0.7
CN(Cc1ccccc1)C(=O)C1CCCN(c2ncnc3c2nc2n3CCCCC2)C1 (stereo not drawn)	8.7	-5.5	0.1	17.7	-13.9	10.7	-5.5	22.6
N/C(=N\c1nc2c(c(=O)[nH]1)CCCC2)Nc1ccccc1Sc1ccccc1	18.1	-9.9	2.3	18.7	10.7	41.3	3.7	3.2
CCOc1ccc(CCNC(=O)c2nnc(Cc3ccc(F)cc3)o2)cc1OCC	4.9	-25.5	-0.7	-1.5	-13.9	-11.2	3.2	-1.0
CN1C(=O)Cc2cc(S(=O)(=O)NCCc3ccc(Cl)cc3)ccc21	-0.4	11.2	-1.3	5.6	-17.4	13.0	-2.3	0.1
COc1ccccc1N(CC(=O)NCCc1ccccc1)C(=O)CCC(=O)Nc1nccs1	24.4	-41.9	2.6	7.2	-43.9	1.1	-2.4	11.1
COc1ccc(CCNC(=O)CSc2nn3c(=O)c(C)nnc3s2)cc1OC	1.5	6.8	0.7	-9.4	7.5	45.6	-5.5	0.2
Cc1cc(NC(=O)CN2C(=O)c3ccccc3C2=O)no1	6.6	6.8	2.8	10.2	3.6	-3.7	-4.5	2.6
CCCN(CC(=O)Nc1cccc(Br)c1)CC(=O)Nc1ccc(F)c(F)c1F	26.1	4.1	-2.3	23.8	1.4	30.3	-5.6	24.9
CCOC(=O)c1c(C)[nH]c(C)c1S(=O)(=O)NCCc1cccs1	8.3	1.1	1.6	-7.8	-10.7	0.5	-3.1	3.4
Next section.
SMILES	tim10-1 inh	Jurkat NFkB inh	UPR CHOP act	TIM10 inh	697 NFkB inh	Mdm2 MdmX PPI	UPR XBP1 act	tim23-1 inh
Oc1ccc(Nc2nc(-c3ccccc3F)nc3ccccc23)cc1	36.2	-19.0	-0.2	19.5	26.9	21.4	1.2	37.9
CCn1cc(SCC(=O)N2CCOCC2)c2ccccc21	-1.5	-18.8	3.8	-5.6	-29.0	-16.5	0.4	-3.7
CC(=O)c1n[nH]nc1Nc1nc(C)cc(C)n1	-2.7	2.7	-1.0	-1.0	10.1	8.8	1.2	6.5
Cc1ccc(C)c(NC(=O)c2cc(-c3ccccc3)nn2-c2ccccc2)c1	28.3	14.1	-0.6	27.8	12.2	15.8	-4.0	18.1
Cc1cccc(CC2CC(=O)N(c3ccc(C)cc3Br)C2=O)c1 (stereo not drawn)	4.1	1.9	1.1	16.7	-21.6	10.2	-1.9	20.0
COc1ccc(OC)c(NC(=O)C2CCCN(S(=O)(=O)c3c(C)nn(C)c3C)C2)c1 (stereo not drawn)	10.5	0.0	1.5	-1.9	13.0	10.7	-2.9	7.0
COc1ccc(NC(=O)Cc2nnc(SCC(=O)c3ccc(F)cc3)n2C)cc1	-6.1	5.8	1.9	7.2	6.5	-30.4	-0.4	-0.2
O=C(COC(=O)CCCCCN=C1NS(=O)(=O)c2ccccc21)Nc1ccc(Cl)c(Cl)c1	7.1	9.7	0.1	13.0	18.0	1.5	-1.5	5.5
COc1ccc(S(=O)(=O)N(C)C)cc1NC(=O)CSc1nnc(-c2cccnc2)o1	1.7	-6.8	-2.1	-1.5	-12.7	-1.1	-2.3	-10.3
c1ccc2c(c1)CCCc1cc(NCCN3CCOCC3)nnc1-2	4.3	-3.0	-0.2	-3.8	12.5	12.9	-7.2	5.6
